Measles CPE: protection of cells from measles virus. Measles virus-infected cells, CPE protection, absorbance. protection (pct of control), % at 4 µM. actives 1.5% (n = 140,000); in the data active = protection mostly above about 24%, no sharp cut-off; inactive = mostly below about 26%; also: some compounds called inactive have numbers as strong as hits
E-sel TNF inh: blocks E-selectin expression induced by TNF alpha; HUVEC TNFa-induced E-selectin immunofluorescence, high content; inhibition, % at 2 µM; actives 0.71% (n = 120,000);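 active = inhibition above the batch mean plus 3 SD, and confirmed as a hit on visual image review, cut at about 43% in these data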;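 also: 0% = TNF-stimulated DMSO wells and 100% = unstimulated control wells; not every result past the cut was called active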
PTEN del growth: suppresses growth of cells with PTEN deletion. viability, % at 10 µM. actives 1.2% (n = 140,000). AID 827. HCT116 PTEN-null viability, CellTiter-Glo, 60 h; stronger effect = lower value;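 active = viability at or below a set limit, 4 SD under the median of all tested compounds, cut at about 3.7% in these data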;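 also: PTEN knockout HCT116 line with beta catenin targeted HCT116 as companion control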
GALR2 antag: GALR2 (human) receptor antagonism. actives 0.39% (n = 140,000). GALR2-expressing cells, antagonist mode. AID 828. inhibition, % at 4 µM; in the data active = inhibition above about 27%;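 also: cells stimulated with galanin 1-16 at roughly its EC80; 0% = agonist challenge control and 100% = basal control without agonist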
Target sequence (O43603 whole entry, looked up): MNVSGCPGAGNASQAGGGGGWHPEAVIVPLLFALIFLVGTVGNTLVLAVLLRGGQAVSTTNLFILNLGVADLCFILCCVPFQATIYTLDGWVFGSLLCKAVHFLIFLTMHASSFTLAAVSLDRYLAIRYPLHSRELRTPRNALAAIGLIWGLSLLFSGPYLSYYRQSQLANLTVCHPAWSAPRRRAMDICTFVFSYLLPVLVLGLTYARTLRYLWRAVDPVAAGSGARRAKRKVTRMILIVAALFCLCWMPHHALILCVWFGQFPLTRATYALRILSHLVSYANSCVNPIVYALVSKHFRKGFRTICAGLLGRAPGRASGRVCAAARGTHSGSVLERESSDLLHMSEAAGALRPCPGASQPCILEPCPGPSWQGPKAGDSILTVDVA
bCat KO growth: beta-catenin-lacking colon tumor cell growth suppression; actives 1.5% (n = 140,000); viability, % at 10 µM; AID 818; HCT116 beta-catenin knockout viability, CellTiter-Glo, 60 h; stronger effect = lower value;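 active = viability at or under a set limit, the compound median less 4 SD, cut at about 6% in these data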;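 also: 0% = Hyamine 1622 control at 20 µM and 100% = untreated cell control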
Yeast growth inh: yeast BB579 growth reduction in restrictive medium; AID 804; S. cerevisiae BB579 growth, OD615, 48 h; actives 0.51% (n = 140,000); inhibition, % at 10 µM;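 active = inhibition above a set limit, 3 SD over the mean compound inhibition, cut at about 44% in these data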; also: inactives centre near -24
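controls = amphotericin B 10 µg/mL, positive | assay system = DeaD yeast strain BB579 | schedule = 48 h compound exposure at 30 °C after 4 h preincubation | detection = OD615 turbidity measurement | medium = restrictive CSMM-D medium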
Yeast lifespan up: yeast lifespan extension | S. cerevisiae growth with nicotinamide, OD615; deaD strain in restrictive glucose medium | inhibition of the nicotinamide effect, % at 10 µM | actives 0.68% (n = 130,000) | AID 775;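 active = inhibition above a set limit, placed 3 SD over the median of all compounds, cut at about 26% in these data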;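 also: 0% = nicotinamide-treated wells and 100% = cells grown without nicotinamide; some compounds called inactive have numbers as strong as hits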
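Test system – modified budding yeast, DeaD strain · Compound – single dose 10 µM compound, 0.25% DMSO · Times – culture preincubation 4 h, compound exposure 48 h, both 30 °C · Detection – optical density (absorbance) at 615 nm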
Phagocytosis inh: macrophage phagocytosis inhibition. inhibition, % at 5 µM. AID 1029. J774A.1 macrophage IgG-bead phagocytosis, imaging. actives 0.07% (n = 110,000);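 active = inhibition above the mean of the plate negative controls plus 5 SD, cut at about 13% in these data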;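 also: phagocytic index as fraction of beads internalized from green versus red external bead signal; plate controls were DMSO negative control for no effect and cytochalasin-D positive control for full effect; some results beyond the cut were filed as inactive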
NPY-Y2 antag: antagonists of human neuropeptide Y receptor Y2 | AID 793 | inhibition, % at 2.7 µM | P49146 | NPY-Y2 expressing cells, antagonist mode | actives 0.99% (n = 140,000); in the data active = inhibition above about 17%;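 also: 0% = vehicle with agonist challenge and 100% = reference antagonist with challenge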
Target sequence (P49146 whole entry, looked up): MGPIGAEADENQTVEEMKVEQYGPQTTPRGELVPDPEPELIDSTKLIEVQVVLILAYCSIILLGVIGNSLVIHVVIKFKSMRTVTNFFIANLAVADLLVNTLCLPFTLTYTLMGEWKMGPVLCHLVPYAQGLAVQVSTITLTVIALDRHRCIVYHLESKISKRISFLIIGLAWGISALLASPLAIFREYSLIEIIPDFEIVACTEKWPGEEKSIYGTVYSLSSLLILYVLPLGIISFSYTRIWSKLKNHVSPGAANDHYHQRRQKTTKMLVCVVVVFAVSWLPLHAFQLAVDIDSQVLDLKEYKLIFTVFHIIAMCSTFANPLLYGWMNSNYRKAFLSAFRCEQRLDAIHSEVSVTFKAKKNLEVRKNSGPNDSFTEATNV
MRP-1 activ: MRP-1 activation | H69AR cells + doxorubicin, viability rescue, CellTiter-Glo | viability increase, % at 10 µM | actives 0.61% (n = 140,000);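 active = viability gain under doxorubicin at or above a set limit, the compound median plus 3 SD, cut at about 4.7% in these data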;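 also: MRP-1 overexpressing cells given doxorubicin 25 µM after compound pretreatment; 18-22 h compound pretreatment then 72 h with doxorubicin before readout; 0% = doxorubicin-only wells and 100% = vehicle-treated cells without doxorubicin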
* marks the source's active call; other numbers are inactive results; . = not tested or not shown.

1: CNC(=O)CCSc1ccc(C)cc1
2: N=C1SCC(=O)N1c1nc(-c2ccccc2)cs1
3: Nc1nonc1C(=O)NCCN=Cc1cc(Cc2ccccc2)cc(Br)c1O
4: Cc1ccc(NC(=S)N(CCN(C)C)Cc2cc3cccc(C)c3[nH]c2=O)cc1
5: O=c1c2[nH]c3ccccc3c2ncn1Cc1ccncc1
6: O=C(Nc1nnc(C2CCCC2)s1)C1CCC1

compound no.	1	2	3	4	5	6
Measles CPE	8	5	4	7	9	5
E-sel TNF inh	-34	-45	.	-9	10	24
PTEN del growth	94	91	93	63	104	93
GALR2 antag	10	-1	21	-12	-2	-6
bCat KO growth	92	88	100	61	83	105
Yeast growth inh	-6	-66	99*	-41	-15	-44
Yeast lifespan up	.	24	-12	1	-9	-6
Phagocytosis inh	.	.	0	.	1	-1
NPY-Y2 antag	1	7	8	5	4	3
MRP-1 activ	-3.3	2.8	-0.7	-2.1	-0.9	-0.8

7: CC/C(C)=N/Nc1ccc(S(=O)(=O)N2CCCC2)cc1[N+](=O)[O-]
8: COC(=O)c1ccccc1NC(=O)NCc1cccnc1
9: COCCNC(=O)CN(c1ccc(C)cc1)S(=O)(=O)c1ccccc1
10: c1ccc(Oc2cccc(CN3CCOCC3)c2)cc1
11: Cc1ccc(NC(=O)CCC(=O)N/N=C/c2cc([N+](=O)[O-])ccc2O)cc1
12: Oc1ccccc1Cn1c(-c2ccccc2O)nc2ccccc21

compound no.	7	8	9	10	11	12
Measles CPE	12	9	38	37	5	8
E-sel TNF inh	.	2	20	-17	.	8
PTEN del growth	94	100	102	95	11	66
GALR2 antag	2	-1	-3	-1	17	-3
bCat KO growth	96	104	108	87	16	74
Yeast growth inh	-42	26	14	21	-24	-2
Yeast lifespan up	6	-9	0	-7	2	-7
Phagocytosis inh	-5	-4	0	7	-2	1
NPY-Y2 antag	9	2	0	3	8	-7
MRP-1 activ	-1.1	-3.3	-0.9	-2.8	1.8	-3.6

13: Cc1ccccc1CS(=O)(=O)CC1(O)CCN(C(=O)c2cccc(C(F)(F)F)c2)CC1
14: COc1cccc(/C=C/C(=O)OCC(=O)Nc2cc(C(F)(F)F)ccc2Cl)c1
15: CCOC(=O)c1ccc(Oc2nc(OC)nc(N(C)C)n2)cc1
16: COCCCN(C(=O)Nc1ccc(C)c(C)c1)C(C)c1ccccn1 (stereo unspecified)
17: COc1cccc(CNc2ccc(S(=O)(=O)Nc3nccs3)cc2)c1O
18: CN(c1ccccc1)S(=O)(=O)c1cccc(NC(=O)CSc2nncs2)c1

compound no.	13	14	15	16	17	18
Measles CPE	13	9	4	4	8	15
E-sel TNF inh	.	.	-13	9	-3	.
PTEN del growth	84	82	89	98	113	79
GALR2 antag	2	-13	7	11	-2	25
bCat KO growth	79	80	89	97	107	85
Yeast growth inh	-43	-28	-18	26	-67	-14
Yeast lifespan up	-11	4	-8	-1	-16	4
Phagocytosis inh	0	-6	.	0	2	-10
NPY-Y2 antag	0	15	3	4	2	0
MRP-1 activ	-1.1	0.4	-1.7	1.5	-0.6	-1.7

19: C=CCn1c(SCC(=O)c2ccc(O)c(O)c2)nnc1-c1ccccc1OC
20: CCN(CC)S(=O)(=O)c1ccc(/C=C/C(=O)OCC(=O)Nc2ccc(S(N)(=O)=O)cc2)cc1
21: CCOC(=O)C1=C(O)/C(=C/c2cn(CC(=O)N3CCCC3)c3ccccc23)SC1=Nc1ccccc1
22: COc1cc(/C=C/C(=O)O)cc(S(=O)(=O)Nc2ccc(F)cc2)c1OC
23: Cc1ccc(S(=O)(=O)c2ccc(Oc3cccc(C)c3)cc2)cc1
24: CCC(=O)NC(=S)Nc1cccc(C(C)=O)c1

compound no.	19	20	21	22	23	24
Measles CPE	51	28*	2	3	5	5
E-sel TNF inh	-6	.	-7	.	18	22
PTEN del growth	66	86	54	100	89	95
GALR2 antag	-13	-4	-10	-5	-16	12
bCat KO growth	47	82	65	95	85	103
Yeast growth inh	-58	-37	-50	-32	-17	-51
Yeast lifespan up	-6	0	.	13	-12	-19
Phagocytosis inh	0	.	.	-5	.	0
NPY-Y2 antag	3	1	-2	1	3	0
MRP-1 activ	2.1	-3.1	-3.5	-2.4	-4.5	-1.6

25: COc1cccc(-c2csc(N3CCN(C(=O)NC45CC6CC(CC(C6)C4)C5)CC3)n2)c1
26: CC(Oc1ccc(Cl)cc1Cl)C(=O)Nc1ccncc1 (stereo unspecified)
27: CCOC(=O)N/N=C(C)/C=C/c1ccco1
28: CCOC(=O)c1cnn(-c2ccccc2)c1NC(=O)c1ccc(C)cc1
29: Cc1onc(-c2ccccc2)c1-c1n[nH]c(=S)n1-c1ccc(C(=O)O)cc1
30: Cc1cccnc1NC(=O)C1CCCN(S(=O)(=O)c2ccc3c(c2)oc(=O)n3C)C1 (stereo unspecified)

compound no.	25	26	27	28	29	30
Measles CPE	21	9	5	3	13	2
E-sel TNF inh	6	.	.	.	7	.
PTEN del growth	59	49	103	99	93	107
GALR2 antag	9	4	15	-2	-4	-13
bCat KO growth	57	61	96	97	107	98
Yeast growth inh	-45	-88	10	-71	-15	21
Yeast lifespan up	.	4	-6	7	-14	-5
Phagocytosis inh	.	-1	-6	0	-2	-1
NPY-Y2 antag	9	6	1	2	2	2
MRP-1 activ	-0.2	-2.1	0.1	-0.5	-2.3	-1.3

31: Cc1onc(-c2ccccc2)c1C(=O)N[C@@H]1C(=O)N2[C@@H]1SC(C)(C)[C@@H]2C(=O)O
32: CCCCOc1ccc(C(=O)N/C(=C/C=C/c2ccccc2)C(=O)N2CCOCC2)cc1
33: Cc1ccc(-n2c(SCn3nnc4ccccc4c3=O)nnc2-c2cccnc2)c(C)c1
34: CC(C)CCNC1=NCCCCC1
35: CC1(C)Cc2c(C#N)c(NC3CCCCC3)nc(-c3ccco3)c2CO1
36: O=C1CSc2ccccc2N1Cc1ccccc1F

compound no.	31	32	33	34	35	36
Measles CPE	27	5	6	17	17	7
E-sel TNF inh	.	.	-33	24	28	-7
PTEN del growth	97	86	91	86	81	86
GALR2 antag	-4	-2	10	2	8	2
bCat KO growth	97	80	95	80	95	91
Yeast growth inh	-16	-7	-73	5	6	-6
Yeast lifespan up	0	-4	-9	-17	1	-4
Phagocytosis inh	.	-6	1	.	0	-4
NPY-Y2 antag	2	3	1	0	0	2
MRP-1 activ	-0.9	-4.1	-1.1	-1.8	-5.1	-3.1

37: CC(C)NC(=O)c1ccc2c(c1)nnn2C
38: COc1ccc(N2CCN(C(=O)C3COc4ccccc4O3)CC2)cc1 (stereo unspecified)
39: Cc1cc(Nc2ncc(Cl)cc2Cl)n(-c2ccccc2)n1
40: CC(c1nnnn1C(C)(C)C)N(Cc1cccnc1)Cc1ccccc1Cl (stereo unspecified)
41: COCCN1C(=O)C(O)=C(C(=O)c2cccs2)C1c1ccccc1 (stereo unspecified)
42: CCCN1CNC(=S)N(c2cccc(C)c2C)C1

compound no.	37	38	39	40	41	42
Measles CPE	5	5	8	5	26	7
E-sel TNF inh	3	-43	.	0	-11	10
PTEN del growth	105	119	77	75	90	93
GALR2 antag	4	-7	-5	-21	-2	6
bCat KO growth	86	98	77	84	93	83
Yeast growth inh	-62	-60	-52	-43	-5	-33
Yeast lifespan up	-5	-5	-4	10	-13	5
Phagocytosis inh	-1	.	-8	.	.	1
NPY-Y2 antag	1	5	5	5	2	0
MRP-1 activ	-0.5	-0.6	-2.8	-3.7	-1.6	-2.8

43: CCOc1ccc(NC(=O)CSc2n[nH]c(N)n2)c([N+](=O)[O-])c1
44: Cc1cc([N+](=O)[O-])c(C(C)(C)C)cc1N
45: CCOC(=O)CCSCC(=O)Nc1nnc(C)s1
46: Cn1c(-c2ccccc2)cc(=O)c2ccccc21
47: Cc1ccc(C(=O)NNC(=O)c2cc3cc4ccccc4nc3s2)cc1
48: CC1CCN(S(=O)(=O)c2ccc(NC(=O)CCN3C(=O)c4ccccc4C3=O)cc2)CC1

compound no.	43	44	45	46	47	48
Measles CPE	14	6	4	22	14	23
E-sel TNF inh	-23	-5	.	-14	-11	-45
PTEN del growth	92	97	100	96	58	89
GALR2 antag	5	-1	-8	9	0	-9
bCat KO growth	93	96	91	88	63	90
Yeast growth inh	-27	-54	-26	-9	-19	-12
Yeast lifespan up	2	-12	5	-15	-11	-13
Phagocytosis inh	-1	0	0	-2	.	-1
NPY-Y2 antag	1	-1	1	-1	1	-2
MRP-1 activ	-1.4	-1.0	-2.3	-0.9	-5.1	1.6

49: CCOC(=O)C1CCCN(C(=O)Nc2ccccc2)C1 (stereo unspecified)
50: Cc1ccc(S(=O)(=O)N2CCN(C(=O)CSC3CCCC3)CC2)c(C)c1
51: C=CCn1c(SCc2ccccc2)nc2scc(-c3ccc(C)o3)c2c1=O
52: Cc1ccsc1/C=N/n1c(-c2ccncc2)n[nH]c1=S
53: O=C(COc1ccccc1)Nc1ccccc1Oc1ccccc1
54: CN1[C@@H]2CC[C@H]1CC(OC(=O)C(CO)c1ccccc1)C2 (stereo partly specified)

compound no.	49	50	51	52	53	54
Measles CPE	3	7	3	4	10	3
E-sel TNF inh	7	-15	3	4	.	.
PTEN del growth	107	70	55	95	94	100
GALR2 antag	-10	4	6	-4	15	11
bCat KO growth	105	87	57	91	86	94
Yeast growth inh	-76	-66	-44	-44	-17	-35
Yeast lifespan up	-7	-2	6	-2	2	3
Phagocytosis inh	0	-1	.	-4	-10	.
NPY-Y2 antag	3	3	4	-1	4	4
MRP-1 activ	-0.3	-1.6	-1.6	-2.2	-1.6	-1.5

Three records picked at random from those above:
51: C=CCn1c(SCc2ccccc2)nc2scc(-c3ccc(C)o3)c2c1=O
49: CCOC(=O)C1CCCN(C(=O)Nc2ccccc2)C1 (stereo unspecified)
50: Cc1ccc(S(=O)(=O)N2CCN(C(=O)CSC3CCCC3)CC2)c(C)c1

compound no.	51	49	50
Measles CPE	3	3	7
E-sel TNF inh	3	7	-15
PTEN del growth	55	107	70
GALR2 antag	6	-10	4
bCat KO growth	57	105	87
Yeast growth inh	-44	-76	-66
Yeast lifespan up	6	-7	-2
Phagocytosis inh	.	0	-1
NPY-Y2 antag	4	3	3
MRP-1 activ	-1.6	-0.3	-1.6

From PubChem

Hits appear at their usual frequency; any-hit rate near 6.4%.
